TGFb inhibitor: TGF-b pathway inhibition | Potency, µM (highest dose often 46.1 µM), for inactives: at the highest dose activity, negative = inhibition, most hits filed as inhibitors | HepG2 CAGA-GFP TGF-b/SMAD3 reporter, GFP fluorescence, 18 h; TGF-beta stimulated, 500 pg/mL final | AID 588855 | 410,000 compounds, 1.2% hits; further: potency means the concentration at half of the fitted maximal effect; on the % scale 0 is the no-effect control and ±100 the full control effect; nearly all actives have a fitted effect of over 65% in size
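TGF-beta reporter screen: HEPG2 CAGA-GFP, 1% FBS, 500 pg/mL TGF-beta final, 18 h; per-cell GFP summed per well; curves fitted and categorized by class.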
CCT modulator: cytosolic chaperonin activity modulation; purified chaperonin ATPase assay, HTRF ADP detection, 30 min; activity change, % (concentration not given with the values), hits read low; 360,000 compounds, 0.3% hits; in the data active means activity change below about -30%; further: on the % scale 0 is the no-effect control and ±100 the full control effect
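TRiC at 40 or 20 nM final (batch-dependent) in 30 mM Tris pH 7.4, 100 mM KCl, 5 mM MgCl2, 1 mM DTT, with compound at single 76 uM and 10 uM ATP, 30 min at 37 deg C. ADP detected by HTRF Transcreener, 665/615 ratio.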
Nrf2 ARE act: Nrf2 pathway activation; 410,000 compounds, 0.31% hits; AID 624171; AREc32 ARE-luciferase reporter (MCF7-derived line), luminescence, 24 h; Potency, µM (highest dose often 46.1 µM), for inactives: at the top dose activation, hits mostly activators; further: potency means the concentration at half of the fitted maximal effect; % of control where 0% means no effect; nearly all actives have a fitted effect of over 65% in size
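AREc32 cells carrying an ARE-driven firefly luciferase reporter were seeded at 1000 cells/well in OPTI-MEM with 5% FBS, then exposed to compound for 24 hr at 37 deg C. Luminescence was read with Steady-Glo after 30 min at RT.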
ATXN viability: reduces viability in counter-screen for ATXN expression inhibitors. S2 cells (HEK-293 line with an ATXN2-luciferase reporter) viability, CellTiter-Fluor protease fluorescence, 24 h. Potency, µM (doses to about 56.7 µM), most hits filed as cytotoxic. 400,000 compounds, 0.49% hits. AID 651635; further: potency means the concentration at half of the fitted maximal effect; nearly all actives have a fitted effect of over 40% in size
A549 viability: A549 cytotoxicity, counter-screen for Nrf2 inhibitors; A549 ARE-Fluc cells, CellTiter-Fluor viability, 18-24 h; Potency, µM (series often up to 46 µM), inactives show at the highest dose activity change, negative = cytotoxicity, usual class: inhibitors; 390,000 compounds, 0.16% hits; AID 504648; further: potency means the concentration at half of the fitted maximal effect; on the % scale 0 is the no-effect control and ±100 the full control effect
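A549 ARE_Fluc cells in 5% FBS OPTI-MEM were exposed to compounds in concentration-response for 18-24 h at 37 deg C. Viability was read by CellTiter-Fluor fluorescence (Ex 405/Em 525) after 30 min, before the luciferase read.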
pAkt inh: blocks phosphorylation of Akt. Neuro2A IGF-stimulated pAkt S473 HTRF, 20 min; hits give low values. activity change, % for hits at 50 µM. 360,000 compounds, 0.32% hits; in the data active means activity change below about -80%; inconclusive means mostly about -51% to -80%; further: on the % scale 0 is the no-effect control and ±100 the full control effect
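Neuro2A cells in DMEM with 0.5% FBS, overnight at 37 deg C, given compound at single 50 µM final, then IGF (6 nM final) for 20 min at 37 deg C. Lysed; phospho-Akt Ser473 by HTRF after 24 h, 665/615 ratio.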
HepG2 tox: counter-screen for TGF-b inhibitors: cytotoxicity in HepG2 cells; HepG2 CAGA-GFP viability, ATP luminescence, 18 h; Potency, µM (series often up to 46.1 µM), for the others: at the top dose activity change, negative = cytotoxicity, hits mostly cytotoxic; 410,000 compounds, 0.76% hits; AID 588856; further: potency means the concentration at half of the fitted maximal effect; some results filed as inactive show a strong effect at the top dose
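CellTiter-Glo luminescence gave cytotoxicity after 18 hours at 37 degrees C. The cells were HepG2 CAGA-GFP in 1% FBS DMEM, stimulated with 500 pg/mL TGF-beta after compound addition. %Activity was normalised to no-cell wells (complete cell-killing) and DMSO (no toxicity), and curves were fitted and classified.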
Nrf2 inh: Nrf2 pathway inhibition; 360,000 compounds, 2.1% hits; AID 504444; A549 ARE-Fluc reporter, luciferase luminescence, 18-24 h; Potency, µM (highest dose often 46 µM), inactives show top-dose activity change, negative = inhibition, usual class: inhibitors; further: potency means the concentration at half of the fitted maximal effect; on the % scale 0 is the no-effect control and ±100 the full control effect; nearly all actives have a fitted effect of over 60% in size
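Nrf2 activity is the BugLite luminescence, read 15 min after reagent at room temperature, following CellTiter-Fluor cytotoxicity readout (30 min, 37C). Compound titrations were applied for 18-24 h to 5000 A549 ARE_Fluc cells/well in 5% FBS OPTI-MEM.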
MmCpn inh: inhibitors of Methanococcus maripaludis chaperonin (MmCpn). 330,000 compounds, 0.031% hits. AID 504842. Potency, µM (highest dose often 76.9 µM), for the others: top-dose activity, negative = inhibition, hits mostly inhibitors. purified Mm-Cpn ATPase, ADP Transcreener TR-FRET; further: potency means the concentration at half of the fitted maximal effect; on the % scale 0 is the no-effect control and ±100 the full control effect; nearly all actives have a fitted effect of over 80% in size
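Reaction buffer contained 30 mM Tris pH 7.4, 100 mM KCl, 5 mM MgCl2 and 1 mM DTT. Mm-CPN (25 nM final) hydrolysed 10 uM ATP over 30 min at 37°C; ADP was read by HTRF.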
An asterisk follows results filed as active; i = inactive; ? = inconclusive; · = not tested or not shown; [ ] = dose if it differs, or a comment. Unless noted, the call rests on the fitted dose curve; in most records, active means well fitted curve in the direction sought with a large enough effect; inconclusive means small, poorly fitted or top-dose-only effect, or another doubt; inactive means no such curve, though single readings can be large; an effect the other way counts as inactive or inconclusive.

Start of the data: the first nine records (preview)
SMILES	TGFb inhibitor	CCT modulator	Nrf2 ARE act	ATXN viability	A549 viability	pAkt inh	HepG2 tox	Nrf2 inh	MmCpn inh
COc1ccc(S(=O)(=O)N2CCN(c3ccc(F)cc3)CC2)cc1C(=O)N1CCOCC1	-11%	-2.9	-0.5%	?	-8%	i	-2%	0%	0%
CCOc1cc(Cl)c(S(=O)(=O)n2ccnc2)cc1Cl	3%	·	0.0%	i	2%	·	4%	-25%	·
Cc1ccc(NC(=O)c2noc3c2CCC3)cc1C	9%	-0.9	-0.4%	i	-20%	i	15%	?	-4%
O=C1C=C(NNC(=O)c2cccnc2)CC(c2ccco2)C1 (configuration not stated)	31%[activator]	0.4	-0.7%	i	-6%	i	-11%	-16%	-2%
CC(O)CNc1nc2ccccc2n1-c1ncnc2sc3c(c12)CCC3 (configuration not stated)	-7%	-2.2	3.4%	i	-3%	i	-40%	-27%	-3%
CC(=O)Nc1ccc(C(=O)N/C(=C\c2ccccc2)C(=O)Nc2cccc(C(=O)O)c2)cc1	-9%	0.3	0.1%	i	-1%	i	-10%	10%	-5%
CCN(C(=O)COC(=O)c1ccccc1Oc1ccccc1)c1c(N)n(Cc2ccccc2)c(=O)[nH]c1=O	-26%	-6.1	-0.1%	i	?	i	4%	?	·
CC1=C(C(=O)Nc2ccccc2Cl)C(c2cccc(O)c2)n2ncnc2N1 (configuration not stated)	16%	·	-1.1%	i	3%	·	10%	·	·
COc1ccc(S(=O)(=O)N2CCCCC2)cc1NC(=O)CCCOc1ccc(C)cc1	15%	-1.7	-0.9%	i	2%	i	0%	-3%	-3%

Results, from the start:
SMILES	TGFb inhibitor	CCT modulator	Nrf2 ARE act	ATXN viability	A549 viability	pAkt inh	HepG2 tox	Nrf2 inh	MmCpn inh
COc1ccc(S(=O)(=O)N2CCN(c3ccc(F)cc3)CC2)cc1C(=O)N1CCOCC1	-11%	-2.9	-0.5%	?	-8%	i	-2%	0%	0%
CCOc1cc(Cl)c(S(=O)(=O)n2ccnc2)cc1Cl	3%	·	0.0%	i	2%	·	4%	-25%	·
Cc1ccc(NC(=O)c2noc3c2CCC3)cc1C	9%	-0.9	-0.4%	i	-20%	i	15%	?	-4%
O=C1C=C(NNC(=O)c2cccnc2)CC(c2ccco2)C1 (configuration not stated)	31%[activator]	0.4	-0.7%	i	-6%	i	-11%	-16%	-2%
CC(O)CNc1nc2ccccc2n1-c1ncnc2sc3c(c12)CCC3 (configuration not stated)	-7%	-2.2	3.4%	i	-3%	i	-40%	-27%	-3%
CC(=O)Nc1ccc(C(=O)N/C(=C\c2ccccc2)C(=O)Nc2cccc(C(=O)O)c2)cc1	-9%	0.3	0.1%	i	-1%	i	-10%	10%	-5%
CCN(C(=O)COC(=O)c1ccccc1Oc1ccccc1)c1c(N)n(Cc2ccccc2)c(=O)[nH]c1=O	-26%	-6.1	-0.1%	i	?	i	4%	?	·
CC1=C(C(=O)Nc2ccccc2Cl)C(c2cccc(O)c2)n2ncnc2N1 (configuration not stated)	16%	·	-1.1%	i	3%	·	10%	·	·
COc1ccc(S(=O)(=O)N2CCCCC2)cc1NC(=O)CCCOc1ccc(C)cc1	15%	-1.7	-0.9%	i	2%	i	0%	-3%	-3%
CCOc1ccc(S(=O)(=O)N(CC(=O)Nc2cc(C)on2)Cc2ccccc2Cl)cc1	?	0.3	3.3%	i	-5%	i	-18%	-30%	2%
O=C(Nc1ccc(F)cc1F)c1noc2c1CCc1ccccc1-2	9%	·	14%	i	5%	·	-1%	?	·
Cc1ccc(Cn2c(SCC(=O)N(C)C3CCS(=O)(=O)C3)nc3ccccc3c2=O)cc1 (configuration not stated)	13%	-0.7	-0.1%	?	-10%	i	-12%	?	0%
NC(=O)c1ccccc1NC(=O)CC12CC3CC(CC(Br)(C3)C1)C2	-7%	-1.2	-0.2%	i	1%	i	-16%	2%	2%
OCC1(CCc2ccccc2)CCN(Cc2c(F)ccc(F)c2F)CC1	0%	-5.7	-0.8%	i	-6%	i	-20%	-11%	0%
C[C@@H]1CN([C@H](C)CO)C(=O)CCCn2nncc2CO[C@H]1CN(C)C(=O)c1cc(-c2ccccc2)on1	7%	-1.1	0.4%	i	·	i	-13%	·	·
COc1cc(OC)c(C(=O)OCC(=O)N2CCN(S(=O)(=O)c3ccc(C)cc3C)CC2)cc1OC	5%	2.8	-0.6%	i	-2%	i	13%	-18%	·
NS(=O)(=O)c1ccc(CCNC(=O)COC(=O)C2COc3ccccc3O2)cc1 (configuration not stated)	2%	-0.7	-2.1%	i	0%	i	3%	-5%	-1%
COc1ccccc1N1CCN(C(=O)c2ccc(N3CCCC3=O)cc2)CC1	14%	-6.3	-1.5%	i	2%	i	-7%	-1%	-1%
Cc1ccc(C(=O)Nc2cc(-c3ccn[nH]3)c(C)n(N)c2=O)cc1	10%	0.4	4.9%	i	-6%	i	0%	20%	-7%
O=C(Cc1csc(Nc2nc(=S)[nH]c3ccccc23)n1)N1CCN(c2cccc(C(F)(F)F)c2)CC1	-2%	-2.0	2.9%	·	1%	i	-20%	7%	-12%
O=C1CSC(=Nc2ccc(Cl)cc2)N1	12%	1.0	-0.4%	i	0%	i	4%	-8%	0%
COCCNc1oc(-c2ccc(COc3ccc(OC)cc3)o2)nc1C#N	-1%	·	4.3%	i	1%	·	-26%	?	·
CCC(C(=O)NCCCN1CCN(CCCNC(=O)C(CC)c2ccccc2)CC1)c1ccccc1 (configuration not stated)	5%	-0.5	0.0%	i	2%	i	3%	0%	0%
Cc1ccsc1/C=N/NC(=O)c1nnn(-c2nonc2N)c1CSc1ccccc1	5%	2.6	-0.4%	i	0%	i	5%	-20%	2%
CSc1nc(N)cc(=O)[nH]1	-11%	-1.9	-0.4%	i	-3%	i	-4%	?	-5%
O=C(NCCc1c[nH]c2ccccc12)/C(=C\c1ccco1)NC(=O)c1ccco1	5%	2.3	2.1%	i	-1%	i	-7%	10%	0%
CCOC(=O)N1CCC(NS(=O)(=O)c2cc3c(cc2C)NC(=O)CO3)CC1	-2%	-0.1	-0.7%	i	10%	i	-5%	9%	-3%
N#Cc1c(N2CCCCC2)nc(N)c2c(N)nc3c(c12)CC(c1ccccc1)O3 (configuration not stated)	-1%	-0.6	-0.3%	i	1%	i	0%	-6%	-12%
COc1ccc(Cl)cc1NC(=O)COC(C)=O	2%	-1.0	0.3%	i	-12%	i	4%	1%	2%
Cn1c(CO)cnc1SCc1ccc(Cl)cc1	5%	-4.3	0.6%	i	0%	·	7%	?	-1%
O=C(NC(=S)NNC(=O)c1ccco1)c1ccccc1	-14%	-0.9	1.9%	i	-7%	i	-3%	-9%	2%
CN(C)c1cccc(CNC(=O)c2csc([C@@H]3O[C@H](CO)[C@@H](O)[C@H]3O)n2)c1	20%	-1.3	-0.9%	i	·	i	-2%	·	·
Cc1ccccc1OCC(=O)Nc1ccc(C(=O)OCc2cc(=O)n3ccsc3n2)cc1	4%	·	0.0%	i	17%	·	-31%	·	·
CCn1c(-c2cccc(Br)c2)n[nH]c1=S	12%	-5.5	-1.1%	i	2%	i	15%	·	-5%
COc1ccc(NC(=O)CN(Cc2ccccc2)S(C)(=O)=O)cc1	6%	-0.9	0.1%	i	14%	i	-17%	2%	0%
COc1cc(C)cc(C(=O)O)c1C1=C(O)c2cccc(O)c2C(=O)C1=O	-8%	2.5	0.5%	?	-17%	i	4%	-11%	0%
CC(C)C1C(=O)N(Cc2cn(Cc3ccco3)nn2)CCS(=O)(=O)N1Cc1ccc(-c2ccc(F)cc2)cc1 (configuration not stated)	?	-2.2	-1.4%	?	·	i	-23%	·	·
CCOc1ccccc1NC(=O)c1ccc(OCC)c([N+](=O)[O-])c1	-2%	-8.1	0.2%	i	0%	i	-11%	?	1%
N#CC1=C(N)Oc2c(ccc3ccccc23)C1c1ccsc1 (configuration not stated)	?	-0.4	8.9µM*	?	?	i	-25%	?	-22%
O=C(OCc1nnc(-c2ccc([N+](=O)[O-])cc2)o1)C1CCN(C(=O)c2ccc(F)cc2)CC1	2%	-0.5	0.1%	i	4%	i	-2%	0%	-20%
CCOC(=O)c1c(C)nc(C)c(C(=O)OCC)c1-c1cccnc1	13%	1.6	2.1%	i	-4%	i	-1%	?	0%
CNc1cccc(-c2ccc(C(=O)N3CCOCC3)cc2)n1	1%	0.1	0.5%	i	·	i	5%	·	·
CC(=O)c1cc2c(cc1NC(=O)Cn1nc(-c3ccc(C)cc3)ccc1=O)OCO2	?	0.1	-0.8%	i	-12%	i	-24%	-10%	0%
COc1ccc(F)cc1S(=O)(=O)NC1CCCCCC1	-8%	-5.0	2.4%	i	-6%	i	-11%	-2%	0%
Cc1ccccc1-c1cc(C(=O)NCc2cccs2)nn1CC1CC(c2cccc([N+](=O)[O-])c2)=NO1 (configuration not stated)	-2%	-0.3	-0.1%	i	-3%	i	-1%	?	-1%
CCC(C)NC(=S)Nc1ccccc1OC (configuration not stated)	13%	-0.3	-0.3%	i	5%	i	45%	4%	0%
N#C/C(=C\c1ccc(C(=O)O)cc1)c1ccccn1	?	1.6	3.2%	i	-7%	i	-17%	-5%	-3%
COc1cc(/C=C(\C#N)C(=O)Nc2cccc(C(=O)O)c2)ccc1OCc1ccc(F)cc1	8%	0.0	3.2%	i	-3%	i	-9%	4%	1%
Nc1nnnn1/N=C/c1cccs1	-18%	-1.4	0.3%	?	?	i	2%	-21%	0%
